iPSC survival up = enhancers of human iPSC single-cell survival; survival enhancement, % at 20 µM; hit rate 0.044% among 360,000; hiPSC single-cell survival, ATPlite luminescence; 100% = ROCK inhibitor wells, 0% = DMSO; AID 602274; in the data active = survival enhancement above about 18%;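 note: cells exposed to compounds for 16 hours before the ATP read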
HTR2A ag = agonists of mouse serotonin 5-HT2A receptor (HTR2A). P35363. CHO-K1 mHTR2A beta-arrestin complementation, luminescence; percent of 30 µM serotonin response. activation, % at 7.6 µM. hit rate 0.66% among 360,000. AID 624169;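 active = activation above a run cutoff, the mean activation of all tested compounds plus 3 SD, cut at about 14% in these data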;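 note: 0% = plate median of compound wells and 100% = 30 µM serotonin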
H9c2 protect = protects H9c2 cardiomyocytes from peroxide injury | AID 588492 | protection from H2O2 cell death, % at 20 µM | hit rate 0.63% among 360,000 | H2O2 injury protection, ATPLite, 2 h;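 active = compounds giving at least 50% protection of heart cells from peroxide-induced death in the single-dose screen, raw or plate-pattern-corrected value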;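 note: 0% = DMSO wells with peroxide and 100% = DMSO wells without peroxide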
N-glyco inh = N-linked glycosylation inhibition; AID 588692; D54 ERlucT glycosylation luciferase reporter, 24 h; percent of 100 nM tunicamycin response; reporter increase, % at 12.5 µM; hit rate 0.23% among 360,000;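 active = mean luciferase reporter signal, scaled so untreated is 0 and the glycosylation-blocking control 100, at or above a set limit in every replicate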;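 note: luciferase carries N-glycosylation sites so blocking glycosylation raises the light; 0% = median of neutral control wells and 100% = median of 100 nM tunicamycin wells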
aDG glyco up = alpha-DG glycosylation activation; AID 624168; hit rate 0.22% among 360,000; activation, % at 10 µM; Pro5-aDG cells, alpha-DG glycosylation AlphaScreen (IIH6); 0% Pro5, 100% B10-LARGE cell signal;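 active = activation of at least 8% versus controls, or a plate z-score of at least 8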;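 note: Pro5 are CHO cells carrying HIG-tagged alpha-DG that lacks glycosylation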
ABCB6 inh 2 = human ABCB6 transporter inhibition. Q9NP58. K562-ABCB6 porphyrin accumulation, flow cytometry, 1 h; active compounds read low. fluorescence ratio to DMSO, % at 10 µM. hit rate 0.19% among 360,000. AID 602162;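 active = fluorescence ratio to DMSO below 75%, the collection mean minus 3 SD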;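 note: signal is porphyrin accumulated inside mitochondria; 100% equals median channel fluorescence of DMSO control wells; lower ratio means ABCB6 inhibition with less porphyrin fluorescence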
Target sequence (Q9NP58 whole entry, looked up): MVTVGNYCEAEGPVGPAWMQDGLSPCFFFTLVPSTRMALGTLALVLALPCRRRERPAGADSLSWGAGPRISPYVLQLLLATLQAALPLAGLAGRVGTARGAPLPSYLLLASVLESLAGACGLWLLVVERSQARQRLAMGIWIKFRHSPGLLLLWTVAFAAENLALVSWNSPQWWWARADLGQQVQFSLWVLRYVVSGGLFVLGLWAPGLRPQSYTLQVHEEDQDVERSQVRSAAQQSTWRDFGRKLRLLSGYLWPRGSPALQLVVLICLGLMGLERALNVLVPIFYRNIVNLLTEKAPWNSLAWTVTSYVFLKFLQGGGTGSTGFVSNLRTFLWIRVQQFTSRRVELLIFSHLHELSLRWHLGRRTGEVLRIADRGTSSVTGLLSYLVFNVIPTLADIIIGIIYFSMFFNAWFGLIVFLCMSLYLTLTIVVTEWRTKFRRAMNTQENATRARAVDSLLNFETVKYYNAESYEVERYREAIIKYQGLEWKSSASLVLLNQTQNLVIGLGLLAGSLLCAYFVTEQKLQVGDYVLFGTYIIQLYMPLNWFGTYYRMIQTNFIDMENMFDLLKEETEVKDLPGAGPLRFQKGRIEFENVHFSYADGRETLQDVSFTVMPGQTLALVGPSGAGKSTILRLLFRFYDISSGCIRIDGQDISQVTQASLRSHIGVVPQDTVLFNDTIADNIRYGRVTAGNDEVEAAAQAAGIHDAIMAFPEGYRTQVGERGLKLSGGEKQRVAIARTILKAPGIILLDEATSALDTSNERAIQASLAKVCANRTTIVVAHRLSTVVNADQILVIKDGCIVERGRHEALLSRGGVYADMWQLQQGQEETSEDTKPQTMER
MC4R antag cAMP = antagonists of human melanocortin 4 receptor (MC4R); P32245; MC4R-expressing cells, MTII-stimulated cAMP, LANCE TR-FRET; inhibition, % at 6.5 µM; hit rate 0.48% among 360,000;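 active = inhibition above its plate's cutoff, the mean of tested wells on that plate plus 3 SD, cut at about 29% in these data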;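 note: 0% = Melanotan II alone and 100% = Melanotan II plus saturating MCL0020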
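Assay system: U2OS-MC4R stable cell line; Also added: Melanotan II; Technique: Eu-cAMP/anti-cAMP TR-FRET, emission 671 nm; Times: 30-min compound, 1-h challenge, 1-h detection, room temperature.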
ABHD5 PLIN5 PPI = inhibitors of human ABHD5-perilipin-5 interaction. AID 602281. Split G. princeps luciferase complementation, luminescence, 4 h. Q00G26+Q8WTS1. hit rate 0.78% among 360,000. inhibition, % at 4 µM;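 active = inhibition above the mean inhibition across every tested compound plus 3 SD, cut at about 22% in these data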;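 note: 0% = DMSO only wells and the 100% control is not disclosed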
MC4R barr agon = human MC4R agonism via beta-arrestin. hit rate 0.98% among 360,000. AID 540308. activation, % at 8.9 µM. U2OS MC4R beta-arrestin complementation, luminescence; percent of melanotan II response, DMSO zero;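 active = activation above a per-plate cutoff, the mean activation of sample wells on that plate plus 3 SD, cut at about 8% in these data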
Granule exo inh = lytic granule exocytosis inhibition; hit rate 0.66% among 360,000; inhibition, % at 10 µM; TALL-104 LAMP-1 surface exposure, flow cytometry; cells stimulated with thapsigargin and PMA;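 active = inhibition above about 55%, limit read from the data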
The depositor's hits bear a star; · = not tested or not shown.

Molecule	N-glyco inh	HTR2A ag	MC4R antag cAMP	ABHD5 PLIN5 PPI	H9c2 protect	aDG glyco up	iPSC survival up	ABCB6 inh 2	Granule exo inh	MC4R barr agon
COCCCNC(=O)c1cn(-c2cccc(OC)c2)c(=O)c2ccccc12	2	10	17	4	15	-0.1	0.0	97	-8	-0.1
CN(C(=O)c1ccc(NC(=O)Cc2ccc(NC(=O)C3CCN(C(=O)C4CCC4)CC3)cc2)cc1)C1CC1	1	3	5	4	-1	-0.3	-2.4	96	-11	0.9
CNc1ccc(C(=O)OCC(=O)NC(=O)NC2CCCC2)cc1[N+](=O)[O-]	4	-5	-3	-1	0	0.0	0.7	97	-2	1.6
O=C(CSc1cccc[n+]1[O-])c1cccs1	0	0	11	-1	4	-0.1	-0.5	98	1	0.0
O=C(CSc1nnc(COc2ccc(Cl)cc2)o1)NC1CCCCC1	-4	7	5	-3	-4	0.1	0.3	89	6	-2.1
CCN1C(=O)[C@@H]2[C@@H](c3ccc(SC4CCCCC4)c(OC)c3)N3CCC[C@@]3(C(=O)OC)[C@@H]2C1=O	-2	-3	3	0	6	0.2	-0.3	94	26	-0.1
CC(=O)c1ccc(C(=O)Nc2nnc(-c3ccc(Cl)cc3)o2)cc1	5	24*	1	-4	66*	-0.2	1.8	101	5	-1.6
COc1ccc(Br)cc1C1NC(=O)c2c(sc3c2CCN(C)C3)N1 (stereo not drawn)	-1	3	4	-3	5	-0.1	1.4	99	-1	0.2
O=C(O/N=C/c1cccc([N+](=O)[O-])c1)C1CC1	1	0	4	-4	1	-0.1	1.8	102	-1	-1.7
CC1(C)Oc2ccc(C(=O)N3CCOCC3)cc2N(CC(=O)Nc2ccccc2)C1=O	0	1	5	-4	1	-0.2	1.1	85	0	-1.2
Cc1nc(SC(C(N)=O)c2ccccc2)c(C#N)c(C)c1C (stereo not drawn)	-2	-4	-8	-1	5	-0.1	-0.6	91	0	-0.3
Clc1ccc2c(c1)nc1n2CCCC1	1	-2	1	1	-4	-0.2	-0.3	102	10	-0.8
O=C(NCc1ccccc1CN1CCCC1)c1ccc(S(=O)(=O)Nc2ccccc2)cc1	-6	-2	-5	4	4	0.7	0.6	94	-11	-0.8
O=C(O)c1ccc(NC(CSCc2ccc(F)cc2)C(=O)O)c([N+](=O)[O-])c1 (stereo not drawn)	0	-3	3	2	-2	0.0	0.3	83	-2	-1.5
O=C(Nc1nc2ccccc2s1)C1CCN(C(=O)c2ccco2)CC1	0	-4	7	-8	-4	0.0	1.4	98	10	-2.5
COc1cc(C(=S)N2CCCC2)ccc1O	3	-1	9	1	0	-0.2	2.6	90	18	-1.0
O=C(Nc1nc2ccc(S(=O)(=O)N3CCCC3)cc2s1)c1ccccn1	5	-2	1	-8	33	1.0	-1.1	94	-1	-4.0
Nc1nc2c(s1)CCc1ccccc1-2	6	-1	8	-23	-8	0.2	0.2	96	10	-1.2
CCCCC(=O)Nc1cccc(NC(=O)c2cccc([N+](=O)[O-])c2)c1	-2	-7	8	-4	2	0.4	-2.3	97	0	-1.1
O=C(Nc1cc(S(=O)(=O)Nc2ccc(Cl)cc2)ccc1O)c1ccc(F)cc1F	1	2	8	4	-18	0.4	0.3	102	-7	2.6
CCN1/C(=C/c2ccc3ccccc3[n+]2CCCS(=O)(=O)[O-])C=Cc2cc(C)ccc21	-2	-5	-18	13	-9	0.0	-0.2	109	12	-2.0
Cc1sc2ncn(CC(=O)N3CCCCC3)c(=O)c2c1S(=O)(=O)N1CCC(C)CC1	1	5	-2	-9	-1	-0.1	-0.3	168	-16	0.5
Cc1ccc(NC(=S)N(CCN2CCCCC2)Cc2ccco2)cc1C	0	0	3	-5	-11	0.9	-0.7	90	5	-2.5
CN(C)S(=O)(=O)N(CC(=O)N(Cc1ccccc1)Cc1ccccc1)c1ccccc1	-3	-2	15	-5	11	0.5	0.3	105	-8	0.8
CCCCN(Cc1ccccc1)C(=O)C1CCN(Cc2sccc2C)CC1	-3	0	-5	2	-4	0.5	1.5	101	-1	-1.2

Some of the entries above in a different format:
> CC1(C)Oc2ccc(C(=O)N3CCOCC3)cc2N(CC(=O)Nc2ccccc2)C1=O
  N-glyco inh: 0 | HTR2A ag: 1 | MC4R antag cAMP: 5 | ABHD5 PLIN5 PPI: -4 | H9c2 protect: 1 | aDG glyco up: -0.2 | iPSC survival up: 1.1 | ABCB6 inh 2: 85 | Granule exo inh: 0 | MC4R barr agon: -1.2
> CCCCC(=O)Nc1cccc(NC(=O)c2cccc([N+](=O)[O-])c2)c1
  N-glyco inh: -2 | HTR2A ag: -7 | MC4R antag cAMP: 8 | ABHD5 PLIN5 PPI: -4 | H9c2 protect: 2 | aDG glyco up: 0.4 | iPSC survival up: -2.3 | ABCB6 inh 2: 97 | Granule exo inh: 0 | MC4R barr agon: -1.1
> CCN1C(=O)[C@@H]2[C@@H](c3ccc(SC4CCCCC4)c(OC)c3)N3CCC[C@@]3(C(=O)OC)[C@@H]2C1=O
  N-glyco inh: -2 | HTR2A ag: -3 | MC4R antag cAMP: 3 | ABHD5 PLIN5 PPI: 0 | H9c2 protect: 6 | aDG glyco up: 0.2 | iPSC survival up: -0.3 | ABCB6 inh 2: 94 | Granule exo inh: 26 | MC4R barr agon: -0.1

More entries follow:
Molecule	N-glyco inh	HTR2A ag	MC4R antag cAMP	ABHD5 PLIN5 PPI	H9c2 protect	aDG glyco up	iPSC survival up	ABCB6 inh 2	Granule exo inh	MC4R barr agon
Cn1nc(C(=O)N2CCN(c3ccc(F)cc3)CC2)c2c1-c1ccccc1S(=O)(=O)C2	3	5	6	0	10	-0.1	-0.6	102	0	-1.6
CCCCN(CCCC)C(=O)CCS(=O)(=O)c1ccc2c(c1)n(C)c(=O)c(=O)n2C	0	-5	0	-4	-3	0.1	2.7	105	-1	-2.3
Cc1ccc(S(=O)(=O)NCCc2nnc3ccc(SCC(=O)Nc4nc(C)cs4)nn23)cc1	1	8	0	3	4	0.0	0.6	95	-2	-0.8
CN(C(=O)COC(=O)CCCN1C(=O)c2cccc3cccc(c23)C1=O)C1CCS(=O)(=O)C1 (stereo not drawn)	1	-4	9	1	5	0.0	-0.4	95	1	-3.4
c1ccc(N2CCN(c3ccccc3)C2c2ccncc2)cc1	1	-4	6	-2	-3	0.0	-0.8	102	0	-0.3
CCC1=C(OC(=O)N(CC)CC)N2C(=O)OC(=NCC3CC3)[C@]2(C)[C@H]2C1=CC[C@H]1C(=O)NC(=O)[C@H]12	5	1	7	1	3	0.6	0.3	92	3	-0.3
CCOc1ccc(S(=O)(=O)N2CCOCC2)cc1NC(=O)CSC(=S)N1CCCC1	0	11	2	-6	-5	0.1	0.2	100	-3	-0.5
O=[N+]([O-])c1ccc(S(=O)(=O)N2CCN(Cc3ccco3)CC2)cc1	-2	2	-2	0	1	0.3	1.6	95	12	0.0
O=C(NCCCN1CCOCC1)c1cn(-c2ccccc2)nc1-c1ccc(Br)cc1	0	-12	10	9	22	0.7	0.3	96	-6	1.3
O=c1[nH]c2cc([N+](=O)[O-])ccc2c2ccccc12	5	0	-6	7	65*	-0.3	2.2	92	1	4.2
O=C(Cc1cccs1)NCCS(=O)(=O)N1CCN(c2ccccc2)CC1	0	2	10	-5	0	0.1	1.7	97	5	0.8
CCN(CC(=O)Nc1ccc(S(=O)(=O)N2CCCC2)cc1)CC(=O)Nc1ccccc1C(F)(F)F	-2	-2	8	-7	-6	-0.1	-0.5	98	-5	-0.6
COc1ccc(C2NC(=O)C(C#N)=C(S)N2c2ccc(C)cc2)cc1OC (stereo not drawn)	0	0	-2	-10	-2	0.1	-1.0	99	1	-1.9
COc1cccc(C(=O)NCC2(c3ccc(OC)c(OC)c3)CCCC2)c1	-1	3	3	3	12	0.0	-0.3	100	2	-2.1
ClCCN1C2=NCCCN2c2ccccc21	3	4	4	9	2	0.2	-1.3	97	0	0.7
CC(C)c1cc(Cn2c3ccccc3c(=O)n2C(C)Cn2cc(CCCC#N)nn2)on1 (stereo not drawn)	·	3	·	9	·	0.1	·	·	-3	·
CC[C@H](C)[C@H](NS(=O)(=O)c1ccc(C)cc1)C(=O)N1CCC(C(=O)N[C@@H](C)C(=O)O)CC1	0	2	4	1	6	-0.1	2.9	84	2	-0.6
Cc1cc(C)cc(N(C(=O)C(F)(F)F)C(C(=O)NC2CCCCC2)c2cccs2)c1 (stereo not drawn)	-2	3	-3	1	-3	0.0	-0.6	92	-3	0.7
Cc1csc(NC(=O)c2ccc(=O)[nH]c2)n1	3	1	-2	0	2	0.0	-0.5	93	-4	-3.0
CN(C)/C=C(/C(=O)c1ccc(Cl)c(Cl)c1)c1nnnn1-c1ccccc1	3	4	8	1	1	-0.1	0.1	98	-9	-1.3
O=C(O)C1(c2ccccc2)CCN(S(=O)(=O)c2ccc(F)c(F)c2)CC1	0	0	-1	5	-1	0.0	-0.2	93	21	-1.9
CC(=O)Nc1ccc(S(=O)(=O)N2CN(c3ccc(C)cc3)c3nc4ccccc4nc32)cc1	0	-6	9	0	4	0.1	-0.3	92	0	-1.9
CCCCOC(=O)C(C)Oc1ccc(=O)n(-c2ccccc2)n1 (stereo not drawn)	-1	-8	-1	3	-11	-0.1	1.6	93	0	2.1
Cc1ccc(C)c(N=Cc2ccc(-c3ccc([N+](=O)[O-])cc3)o2)c1	-5	-5	14	4	-10	-1.1	-0.3	106	4	-2.8
CCCCNC(=O)c1cc2n(n1)C(C(F)(F)F)CC(c1ccccc1)N2 (stereo not drawn)	-2	-5	-1	0	-5	-0.1	-2.4	99	-4	-0.5
Cc1nc2ccccn2c1C(=O)N/N=C/c1ccccc1	-1	-6	-5	7	1	0.1	-0.2	91	-1	0.7
Cc1cc(C)c(S(=O)(=O)Nc2ccc(N3CCOCC3)cc2)c(C)c1	-4	-1	18	-4	-1	0.1	0.8	97	-1	-0.2
COc1ccc(F)cc1C(=O)C1CCCN(Cc2c[nH]c3ccccc23)C1 (stereo not drawn)	-4	13	-1	3	3	0.3	-1.0	102	-2	-2.3
COc1ccc(OC)c(S(=O)(=O)N2CCCC(C(=O)N3CCCCCC3)C2)c1 (stereo not drawn)	3	6	2	5	11	0.0	-0.2	91	18	-2.5
CC(C=Cc1ccccc1)=NNS(=O)(=O)c1ccc([N+](=O)[O-])cc1	-1	-1	4	1	-5	-0.1	0.2	102	-6	-1.8
O=C(NCc1ccc2c(c1)OCO2)c1ccc(NS(=O)(=O)c2ccc3c(c2)OCCO3)cc1	-2	-8	-5	9	-5	0.4	-1.8	99	-2	0.1
COc1ccc(C(O)(c2ccccc2)C(C(=O)O)c2ccccc2)cc1 (stereo not drawn)	-2	0	16	-5	-4	0.0	-2.3	99	-1	-1.1
COc1cc(CNCCc2ccc(S(N)(=O)=O)cc2)ccc1OCC(=O)N1CCCCC1	1	3	5	7	4	-0.2	4.2	101	-1	0.7
O=C(C[n+]1ccccc1)N/N=C/c1ccccc1[N+](=O)[O-]	2	5	-3	4	1	-0.6	1.8	101	-1	2.3
CCOc1ccc(N2CC(C(=O)NC3CCSC3=O)CC2=O)cc1 (stereo not drawn)	3	5	3	-4	4	0.2	-0.2	79	2	0.8
O=C(CC1C(=O)Nc2ccccc2N1CC(=O)N1CCCC1)Nc1ccc(Br)cc1 (stereo not drawn)	6	-5	2	-12	10	0.0	1.5	104	0	-1.3
CCOC(=O)C1CCN(C(=O)COc2ccc(Cl)cc2C)CC1	4	3	1	-3	-7	0.0	0.1	101	-4	-0.6
